HCMV antiviral: human cytomegalovirus inhibition; HFF cells, HCMV-luciferase reporter, 72 h; active compounds read low; activity change, negative = inhibition, % at 57.5 µM; 4.5% of 410,000 active; in the data active means activity change below about -60%; inconclusive means no clear call, values can overlap the other calls; inactive means above about -39%
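Steps: HFFs plated, 16 h 37C; compounds added; HCMV-luciferase added to MOI 1 PFU/cell; 72 h 37C; OneGlo reagent, 5 min room temperature; luminescence read, normalized to controls.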
Sm TGR inh: S. mansoni TGR enzyme inhibition; Potency, µM (doses to about 114 µM), inactives show top-dose activity change, negative = inhibition, actives largely listed as inhibitors; Q962Y6; purified TGR, DTNB reduction, TNB absorbance 405 nm; 3% of 360,000 active; further: potency means the concentration at half of the fitted maximal effect; nearly all actives have a fitted effect of over 60% in size
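TGR 20 nM + NADPH 100 uM (dispensed conc.), cpd preinc 15 min RT; start with NADPH (500 uM addition) then DTNB (15 mM addition). Kinetic TNB absorbance, 405 nm filter. Four-parameter Hill fit across titration.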
LmPK inh: blocks Leishmania mexicana pyruvate kinase activity. Q27686. purified LmPK, Kinase-Glo ATP luminescence, 1 h. Potency, µM (highest dose often 57.5 µM), for inactives: at the top dose activity change, negative = inhibition, most hits filed as inhibitors. 0.37% of 290,000 active. AID 1721; further: potency means the concentration at half of the fitted maximal effect
Target sequence (Q27686 whole entry, looked up): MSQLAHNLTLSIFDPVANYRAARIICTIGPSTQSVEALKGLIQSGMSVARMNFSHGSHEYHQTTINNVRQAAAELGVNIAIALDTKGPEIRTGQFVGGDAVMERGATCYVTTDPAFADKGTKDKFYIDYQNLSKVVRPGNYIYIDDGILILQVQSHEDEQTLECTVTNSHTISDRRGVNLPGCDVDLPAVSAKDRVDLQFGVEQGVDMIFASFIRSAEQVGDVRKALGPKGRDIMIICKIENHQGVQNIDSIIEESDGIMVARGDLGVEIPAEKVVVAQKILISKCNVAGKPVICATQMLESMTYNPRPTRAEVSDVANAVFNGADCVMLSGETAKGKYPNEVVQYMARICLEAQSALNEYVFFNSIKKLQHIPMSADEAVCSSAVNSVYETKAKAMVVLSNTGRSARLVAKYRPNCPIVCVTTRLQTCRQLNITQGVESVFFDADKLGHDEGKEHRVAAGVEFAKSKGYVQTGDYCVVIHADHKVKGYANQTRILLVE
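Pyruvate kinase activity monitored as ATP production (luciferase luminescence). Conditions: 0.1 nM enzyme, 0.5 mM PEP, 0.1 mM ADP, 1 h, RT; normalized against uninhibited and no-enzyme wells.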
AMA1 RON2 block: AMA1-RON2 (P. falciparum) interaction inhibition; AlphaScreen AMA1-biotinylated RON2 peptide binding; Potency, µM (highest dose often 58.2 µM), inactives show top-dose activity change, negative = inhibition, hits mostly inhibitors; 0.2% of 360,000 active;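 further: potency means the concentration at half of the fitted maximal effect; 0% = vehicle wells and -100% = peptide control; nearly all actives have a fitted effect of over 45% in size; some results filed as inactive show a strong effect at the top dose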
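AMA1 (3D7) with his tag at 25 nM final met compounds first, then biotinylated RON2 peptide at 25 nM; detection used donor plus acceptor beads, 10 µg/mL apiece, read by AlphaScreen after 30 min at room temperature.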
AmpC inh no detg: blocks E. coli AmpC beta-lactamase in detergent-free assay | P00811 | AmpC nitrocefin hydrolysis, absorbance 480 nm, 0.0001% Triton | Potency, µM (highest dose often 57.1 µM), without a hit: top-dose activity change, negative = inhibition, usual class: inhibitors | 0.52% of 330,000 active;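 further: potency means the concentration at half of the fitted maximal effect; plate controls were no compound for no effect and no enzyme for full effect; nearly all actives have a fitted effect of over 20% in size; some results filed as inactive show a strong effect at the top dose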
Target sequence (P00811 whole entry, looked up): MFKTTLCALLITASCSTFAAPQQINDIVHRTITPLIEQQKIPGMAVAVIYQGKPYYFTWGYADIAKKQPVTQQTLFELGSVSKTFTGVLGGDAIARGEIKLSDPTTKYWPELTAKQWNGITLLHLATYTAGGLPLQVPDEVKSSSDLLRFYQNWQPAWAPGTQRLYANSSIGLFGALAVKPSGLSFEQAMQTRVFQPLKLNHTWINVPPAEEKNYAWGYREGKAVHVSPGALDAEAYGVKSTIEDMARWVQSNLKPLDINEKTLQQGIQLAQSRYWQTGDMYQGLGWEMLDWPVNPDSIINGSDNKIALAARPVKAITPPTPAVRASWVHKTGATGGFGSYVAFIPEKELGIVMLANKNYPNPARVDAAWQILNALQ
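AmpC (5.3 nM in the dispensed reagent) in 20 mM phosphate pH 7.0 with 0.01% (detergent screen) or 0.0001% Triton X-100 was preincubated with compounds for 15 min at room temperature. Nitrocefin was then added from an 800 uM solution, and hydrolysis was followed at 480 nm.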
Tb PYK inh: T. brucei pyruvate kinase inhibition; TbPYK enzyme, Kinase-Glo Plus ATP luminescence, 45 min; Potency, µM (top dose mostly 76.8 µM), for inactives: at the highest dose activity, negative = inhibition, actives largely listed as inhibitors; AID 624173; 0.12% of 410,000 active; further: potency means the concentration at half of the fitted maximal effect; nearly all actives have a fitted effect of over 50% in size
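In this concentration-response screen, enzyme-free wells defined baseline while DMSO plates tracked drift. Each reaction combined TbPYK, substrate, compound and 130 uM ADP for 45 min at room temperature. Kinase-Glo Plus luminescence gave the signal.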
AmpC detergent: blocks E. coli AmpC beta-lactamase in detergent assay | AID 485294 | 0.041% of 370,000 active | AmpC hydrolysis of nitrocefin, absorbance 480 nm, 0.01% Triton | Potency, µM (top dose mostly 114 µM), without a hit: at the top dose activity change, negative = inhibition, usual class: inhibitors;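 further: potency means the concentration at half of the fitted maximal effect; 0% = no-compound wells and -100% = no-enzyme wells; nearly all actives have a fitted effect of over 25% in size; some results filed as inactive show a strong effect at the top dose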
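AmpC (5.3 nM in the dispensed reagent) in 20 mM phosphate pH 7.0 with 0.01% (detergent screen) or 0.0001% Triton X-100 was preincubated with compounds for 15 min at room temperature. Nitrocefin was then added from an 800 uM solution, and hydrolysis was followed at 480 nm.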
* = called active by the depositor; u = inconclusive; x = no result given; [ ] = dose if it differs, or a comment. Unless noted, the call rests on the fitted dose curve; in most records, active means well fitted curve in the direction sought with a large enough effect; inconclusive means small, poorly fitted or top-dose-only effect, or another doubt; inactive means no such curve, though single readings can be large; an effect the other way counts as inactive or inconclusive. Unless noted, on the % scale 0 is the no-effect control and ±100 the full control effect. Random draw from the library; overall some 7.4% were active at least once.

Value order: HCMV antiviral	Sm TGR inh	LmPK inh	AMA1 RON2 block	AmpC inh no detg	Tb PYK inh	AmpC detergent
> COc1cc2[nH]cc(C(=O)NCc3cccs3)c(=O)c2cc1OC
 : 4	x	x	-15%	x	-12%	x
> c1ccc2c(c1)oc1c(-c3ccc4nccn4c3)cccc12
 : 64	x	x	-10%	x	0%	x
> CCCNS(=O)(=O)c1ccc(OCC(=O)N2CCN(Cc3ccccc3)CC2)cc1
 : -37	8%	-9%	5%	48%	0%	0%
> O=C(c1nc2nc(-c3ccccc3)cc(C(F)(F)F)n2n1)N1CCOCC1
 : 10	-8%	1%	-7%	u	-4%	-5%
> COc1cccc(NC(=O)Nc2nnc(-c3ccccc3SCc3ccccc3)s2)c1
 : -8	-16%	5%	-2%	-20%	2%	2%
> COc1ccc(NC(=O)Cn2c(=O)c(C)nc3ccccc32)cc1Cl
 : 0	12%	6%	23%	-7%	-8%	7%
> Cc1ccc2c(c1)C(=O)C(=O)N2CCCOc1ccccc1
 : -35	-7%[57.1 µM]	-1%	-13%	-20%	-31%	-4%
> Cc1ccc(/C=C/C(=O)NCc2cccs2)cc1
 : 48	3%	-3%	5%	-9%	-7%	-7%
> CCSc1nnc(NC(=O)C2CCN(S(=O)(=O)c3cc(C(F)(F)F)ccc3Cl)CC2)s1
 : u	89µM*	0%	-1%	-52%	2%	u
> O=C(COc1ccc2ccccc2c1)NNC(=O)[C@@H]1CCCC[C@@H]1C(=O)O
 : -10	2%	-8%	17%	-13%	0%	-14%
> Cc1nc(SCCc2nc3ccccc3[nH]2)c2oc3ccccc3c2n1
 : 2	x	x	x	-29%	-4%	x
> CN(C[C@H](Cc1ccccc1)N(CCN(CCc1ccccc1)N=O)N=O)N=O
 : -1	-19%	-6%	-27%	6%	-7%	6%
> COc1cc(/C=C/C(=O)O)cc(S(=O)(=O)NCc2ccc3c(c2)OCO3)c1OC
 : 9	7%	2%	6%	59%	0%	0%
> C=CCNC(=O)CCc1nnc(C2(c3ccc(Cl)cc3)CCC2)o1
 : 117	x	-10%	-10%	121%[activator]	13%	3%
> COc1cc(NS(=O)(=O)c2ccc(Nc3nc(-c4ccccc4)cs3)cc2)nc(OC)n1
 : -3	-16%	3%	1%	-42%	9%	-2%
> Cc1c(OC(C)C(=O)NCCN2CCOCC2)ccc2c3c(c(=O)oc12)CCC3 (stereo unspecified)
 : 2	5%	9%	-1%	45%	0%	0%
> O=C(NCCc1ccccn1)c1ccc(OC2CCN(Cc3ccccn3)CC2)cc1
 : -37	-11%	-3%	84%[activator]	21%	-2%	1%
> Cn1cc(S(=O)(=O)NCc2ccc(F)cc2)c(=O)n(C)c1=O
 : 18	-21%	-11%	-3%	-11%	-2%	0%
> Cc1ccc(-n2nc(C)c3c2C(Br)C(C)(C)CC3=O)nc1 (stereo unspecified)
 : -19	x	x	30%	x	1%	x
> Cc1cnc(NC(=O)c2cc(-c3ccccc3)nn2-c2ccccc2)s1
 : 7	x	x	-6%	x	5%	x
> C[C@@H](NC(=O)C(=O)c1c[nH]c2ccccc12)c1ccccc1
 : -13	x	x	-5%	x	3%	x
> CCN(CC)c1ccc(C(=O)N/N=C(\C)c2ccc(O)cc2)cc1
 : 2	5%	4%	1%	-16%	-5%	0%
> CCc1ccc(OCC(=O)N/N=C/c2ccc(OS(=O)(=O)c3ccc(C)cc3)c(OC)c2)cc1
 : 3	0%	3%	-2%	-41%	-15%	-8%
> COc1ccc2nc3oc(C(=O)N4CCN(c5cccc(C(F)(F)F)c5)CC4)cc3cc2c1
 : -27	-27%	3%	37%[activator]	-17%	-2%	u
> CCOc1ccc(NC(=O)CN2CCN(c3ccccc3C)CC2)cc1S(=O)(=O)N1CCCC1
 : -3	-13%	x	0%[11.6 µM]	117%[activator]	0%	7%
> CCOC(=O)c1ccc2c(c1)n(CC)c(/C=C/Nc1ccccc1)[n+]2CC
 : -8	10%	0%	17%	-13%	4%	-7%
> C=CCNc1nc(NCCN2CCOCC2)nc(OC)n1
 : 28	2%	1%	4%	-10%	-8%	-8%
> CCCCn1c(-c2sccc2C)n[nH]c1=S
 : u	3%	32µM*	96%[activator]	-23%	u	5%
> O=C(N/N=C/c1ccc(O)c(O)c1O)/C(=C/c1ccc([N+](=O)[O-])cc1)NC(=O)c1ccccc1
 : 23	0%	-3%	37%[activator]	-42%	-11%	-4%
> O=c1[nH]c(N2CCOCC2)nc2ncn(Cc3ccccc3)c12
 : 1	1%	-5%	-1%	-13%	6%	-11%

More records
SMILES	HCMV antiviral	Sm TGR inh	LmPK inh	AMA1 RON2 block	AmpC inh no detg	Tb PYK inh	AmpC detergent
CCOC(=O)c1[nH]c(C)c(C(=O)OCC(=O)NCc2ccc(Cl)cc2)c1C	1	-8%	x	-8%	-11%	-7%	-4%
CC1CCN(C(=O)COc2ncnc3ccccc23)CC1	8	7%	5%	3%	-7%[11.4 µM]	1%	3%
CC(=O)Nc1ccc(S(=O)(=O)Nc2ccccc2C(=O)NCc2cccnc2)cc1	6	0%	1%	1%	-2%	-1%	-2%
COc1cccc(CNC(=O)C2CCN(S(=O)(=O)c3c(C)nn(C)c3C)CC2)c1	4	3%	8%	-4%	-2%	-10%	-17%
CC(C)(C)NC(=O)COc1ccc(CNCCc2ccccc2)cc1	-37	15%	1%	1%	-3%	4%	1%
CSc1nsc(SCC(=O)Nc2ccc(O)c(C(=O)O)c2)n1	8	-5%	-2%	0%	-53%	-2%	2%
Cc1cc(NC(=O)CSc2nnc(C)c(=O)[nH]2)no1	34	-11%	13%	-3%	-12%	1%	-11%
O=C(CC1C(=O)NCCN1Cc1ccccc1C(F)(F)F)NCCc1ccccn1 (stereo unspecified)	20	u	-2%	53%[activator]	49%	5%	4%
O=C(CC1CCCC1)OCn1nnc2ccccc2c1=O	5	-16%	-1%	10%	-6%	4%	-14%
O=C(C1CCC(=O)N(C2CCCCCC2)C1)N1CCN(c2ccccc2Cl)CC1 (stereo unspecified)	u	-23%	8%	-3%	185%[activator]	3%	4%
O=C(O)c1cc(N/N=C/c2ccc(-c3ccc(F)cc3)o2)ccc1Cl	53	-17%	2%	6%	-34%	0%	u
C[C@]12CCC(=O)C=C1CC[C@@H]1[C@@H]2C(=O)C[C@]2(C)C(=O)CC[C@@H]12	13	4%	-1%	-1%	-14%	3%	u
O=C1C(=O)N(Cc2ccccc2)C(=O)N1CCOc1ccccc1	-21	7%	4%	-4%	-14%	7%	6%
CCO/C=C1\C(=O)N(c2ccccc2)C(=O)c2ccccc21	x	-4%	5%	2%	-21%	-2%	2%
CSc1nnc(-c2nnc(SC)n2-c2ccccc2)n1-c1ccccc1	20	6%	-1%	-9%	36%	5%	1%
Cc1ccc(C)c(S(=O)(=O)NCCCn2ccnc2)c1	0	-18%	-3%	12%	-19%	-2%	u
CNS(=O)(=O)c1cccc(C(=O)OCC(=O)Nc2ccc3ccccc3c2)c1	36	x	x	-6%	-13%	1%	x
CC(=O)c1cccc(NC(=O)Nc2cnn(Cc3ccc(Cl)cc3Cl)c2)c1	-38	-9%	0%	-4%	-24%	-19%	-6%
CN1CCN(C(=O)c2ccc(Oc3ccc([N+](=O)[O-])cc3)cc2)CC1	26	3%	1%	3%	3%	5%	-8%
Cc1cc(C)c(NC(=O)CSc2nc3ccccc3c(=O)n2CCCN2CCOCC2)c(C)c1	-8	-2%	x	21%	0%	0%	u

Four entries from above, arranged by molecular weight, smallest number first.
SMILES	HCMV antiviral	Sm TGR inh	LmPK inh	AMA1 RON2 block	AmpC inh no detg	Tb PYK inh	AmpC detergent
CC1CCN(C(=O)COc2ncnc3ccccc23)CC1	8	7%	5%	3%	-7%[11.4 µM]	1%	3%
CC(=O)c1cccc(NC(=O)Nc2cnn(Cc3ccc(Cl)cc3Cl)c2)c1	-38	-9%	0%	-4%	-24%	-19%	-6%
O=C(CC1C(=O)NCCN1Cc1ccccc1C(F)(F)F)NCCc1ccccn1 (stereo unspecified)	20	u	-2%	53%[activator]	49%	5%	4%
COc1cccc(CNC(=O)C2CCN(S(=O)(=O)c3c(C)nn(C)c3C)CC2)c1	4	3%	8%	-4%	-2%	-10%	-17%

(next part)
SMILES	HCMV antiviral	Sm TGR inh	LmPK inh	AMA1 RON2 block	AmpC inh no detg	Tb PYK inh	AmpC detergent
Cc1ccc(O)c(NC(=O)CN(C)S(=O)(=O)c2ccc(Cl)cc2)c1	-24	5%	-1%	3%	-38%	3%	-4%
Cc1ccccc1NC(=O)Cc1nnc(SCC(=O)NC2CCCCC2)n1C	-29	-7%	-3%	-11%	0%	6%	-9%
CC12CCC(=O)N1C(C(=O)Nc1nc3ccccc3s1)CS2 (stereo unspecified)	52	0%	x	2%	-11%	-10%	0%
COc1ccccc1N1CCN(C(=O)c2cc(-c3ccc(C)cc3)on2)CC1	10	-6%	-11%	-7%	94%[activator]	2%	u
COc1ccccc1-c1cnc(C(O)c2cc(C)ccc2C)[nH]1 (stereo unspecified)	-4	x	x	-7%	x	4%	x
COc1cc(SC)ccc1C(=O)NCc1ccccc1	-35	-7%	-2%	-1%	-5%	-6%	u

Full records from above. Values in the order: HCMV antiviral	Sm TGR inh	LmPK inh	AMA1 RON2 block	AmpC inh no detg	Tb PYK inh	AmpC detergent
C[C@@H](NC(=O)C(=O)c1c[nH]c2ccccc12)c1ccccc1 is listed with -13	x	x	-5%	x	3%	x
Cc1nc(SCCc2nc3ccccc3[nH]2)c2oc3ccccc3c2n1 is listed with 2	x	x	x	-29%	-4%	x

Bioassay records as filed in PubChem BioAssay.
